# High-throughput results (PubChem)
# MT stabilizer = stabilizes microtubules in HeLa cells; HeLa tubulin immunostaining HCS, 24 h; share of cells brighter than vehicle mean+2SD; % tubulin-high responders, % at 10 µM; 0.83% of 200,000 active; AID 2205;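 active = plate Z-score above 3 for both tubulin-high and condensed-nucleus cell shares, with cell loss under 80%, at 10 µM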;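 also: anti alpha tubulin signal scored within the nucleus-defined area of each cell; some results filed as inactive read as strong as hits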
# Dynein cargo inh = blocks dynein driven cargo transport along microtubules | AID 1381 | 0.47% of 220,000 active | 3617.4 mouse cells, GR-EGFP nuclear translocation imaging; test concentration mostly 20 µM; stimulated with dexamethasone, 1 µM; hits give low values | z-score, hits read low;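 active = plate z-score of nuclear minus cytoplasmic receptor signal below a set negative limit, without overly bright fluorescence or cell loss, cut at about -3.5 in these data, passing the limit was not always enough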;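 also: z-score of nuclear minus cytoplasmic ring GR-EGFP intensity difference per well; some compounds called inactive have numbers as strong as hits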
#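 Also added: dexamethasone, 1.0 µM final. Medium: tet-free, stripped-serum medium. Detection: fixed, Hoechst-stained cells imaged at 10x for EGFP. Read-out: nuclear-to-cytoplasmic GR-EGFP distribution per well. Times: induction 48 h, compound 1 h, agonist 30 min.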
# HIV fusion peptide = cell-free HIV fusion peptide-binding blockers – biochemical, uHTS, fluorescence dequenching, primary screen (AID 1986); cell-free peptide binding, fluorescence dequenching, 30 min; higher % means a stronger effect; one-dose inhibition, % at 20 µM; IC50 in µM for titrated hits; 0.3% of 290,000 active; in the data active = inhibition mostly above about 52%, no sharp cut-off; inactive = mostly below about 76%; also: some results filed as inactive read as strong as hits
# b-catenin transl = alters nuclear translocation of beta-catenin in HeLa cells | nuclear translocation activity, % at 5 µM | immunofluorescence imaging | 0.3% of 190,000 active | AID 1665;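 active = nuclear translocation activity above 50% at 5 µM, with a well cell count of 50 or more; inconclusive = wells under 50 cells across six images, flagged as toxic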;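 also: per-cell ratio of nuclear to cytoplasmic median beta-catenin stain intensity; plate controls were DMSO negative control for no effect and GSK-3 inhibitor IX positive control for full effect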
#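 Test system: human HeLa cells, endogenous beta-catenin. Times: 24 h compound exposure, 37°C. Measured by: beta-catenin immunofluorescence imaging with DAPI.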
# Insulin prom up = MIN6 insulin promoter up-regulation; 0.3% of 190,000 active; MIN6 insulin promoter-GFP reporter, high-content imaging; hits give high values; z-score at 5 µM; AID 1625;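 active = z-score above 3 at 5 µM with at least 500 cells counted in the well; inconclusive = wells under 500 cells, flagged as cytotoxic or low count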
# Yfh1-off respiration = enhancers of respiration in Yfh1-depleted yeast, dose response, Friedreich's ataxia, plus single-dose screen (AID 1465) | 0.074% of 220,000 active | S. cerevisiae Yfh1-off respiration, WST-1 reduction, 72 h; higher fold induction means a stronger effect | one-dose fold induction at 50 µM; EC50 in µM for titrated hits;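 active = fold induction of absorbance versus untreated yeast above a set limit, then at least 30% activation at any dose in follow-up; inconclusive = repeats straddling the limit, or above it without dose testing; inactive = fold induction below the set limit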;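 also: activators that raise dye reduction in frataxin-depleted yeast; strong numbers were not always called active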
# AID2073 = inhibitors of Mint1-CaV2.2 protein interaction, biochemical, HTRF (AID 2073); HTRF protein-protein interaction, Mint1-CaV2.2; higher % means a stronger effect; one-dose inhibition, % at 20 µM; IC50 in µM for titrated hits; 0.19% of 290,000 active; in the data active = inhibition mostly above about 51%, no sharp cut-off; inconclusive = no clear call, values can overlap the other calls; inactive = mostly below about 53%; also: some results filed as inactive read as strong as hits
# Autophagy HCS = autophagy modulation, high-content screen; MEF GFP-LC3 puncta imaging; test concentration mostly 10 µM; calls only at 10 µM (by protocol); 0.98% of 190,000 active; AID 463193;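 active = percentage of spot-positive cells more than 3 SD above its plate mean, without a fluorescence outlier flag or 80% toxicity; inconclusive = no clear call, values can overlap the other calls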;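 also: spot-positive cell cutoff set from DMSO-treated cells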
# WT yeast gro inh = growth inhibition of WT yeast, mitochondrial fusion screen | 2.1% of 190,000 active | mitochondrial fusion phenotypic screen, WT strain | inhibition, % at 10 µM | AID 1362; in the data active = inhibition above about 58%; tested in S. cerevisiae
# WT yeast gro inh mutant strain = second read-out of WT yeast gro inh, no call of its own (marks repeat the call); inhibition, %; mitochondrial fusion phenotypic screen, mutant strain inhibition
# Dynein cargo inh cytoplasmic EGFP = also measured in Dynein cargo inh; calls as there; z-score; measured here: cytoplasmic GR-EGFP intensity; hits give high values
# Dynein cargo inh nuclear GR-EGFP = second read-out of Dynein cargo inh, no call of its own (marks repeat the call); z-score; measured here: nuclear GR-EGFP intensity;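 lower value marks the stronger effect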
# Dynein cargo inh cell count = second read-out of Dynein cargo inh, no call of its own (marks repeat the call); z-score; measured here: cell count per field
# Insulin prom up cell count = second read-out of Insulin prom up, no call of its own (marks repeat the call); cell count; measured here: cytotoxicity, nuclei count;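 total cells summed across four imaged fields per well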
# b-catenin transl cell count 5 µM = recorded beside b-catenin transl, whose call it bears; cell count; measured here: cell count, cytotoxicity flag
# MT stabilizer Hoechst-high % = second read-out of MT stabilizer, no call of its own (marks repeat the call); % Hoechst-high responders; measured here: nuclear condensation Hoechst responders;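 share of cells brighter than vehicle mean plus two SD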
# MT stabilizer cytotoxicity % = also measured in MT stabilizer; calls as there; toxicity, %; measured here: cytotoxicity by cell density;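 0% = mean cell density of plate MIN control wells and 100% = no cells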
# Autophagy HCS cell loss 18 h = recorded beside Autophagy HCS, whose call it bears; toxicity, %; measured here: cell loss, nuclei count;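 cell loss after 18 h compound exposure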
# * = called active by the depositor; i = inactive; ? = inconclusive; . = not tested or not shown.
canonical_smiles	MT stabilizer	MT stabilizer Hoechst-high %	MT stabilizer cytotoxicity %	Dynein cargo inh	Dynein cargo inh cytoplasmic EGFP	Dynein cargo inh nuclear GR-EGFP	Dynein cargo inh cell count	HIV fusion peptide	b-catenin transl	b-catenin transl cell count 5 µM	Insulin prom up	Insulin prom up cell count	Yfh1-off respiration	AID2073	Autophagy HCS	Autophagy HCS cell loss 18 h	WT yeast gro inh	WT yeast gro inh mutant strain
Cc1ccc(N2CC(C(=O)N/N=C/c3sccc3C)CC2=O)cc1 (stereo not drawn)	1.0	3.0	6.9	0.064	-0.18	0.085	-0.23	-1.2%	8.5	400	0.46	1247	i	10%	i	13	1	10
Cc1c(C)[n+](=O)c(-c2ccc(Br)cc2)c(C)n1[O-]	.	.	.	-0.78	-0.28	0.0053	1.5	-0.4%	-0.9	1295	-0.11	945	i	10%	.	.	.	.
Cc1csc(CCc2nc(C)cs2)n1	1.5	2.0	6.5	-0.72	-0.28	-0.41	0.084	-0.6%	0.6	1072	-0.17	1247	i	15%	i	-5	9	18
O=C(NCCc1ccccc1F)[C@@H]1CSC2c3ccccc3C(=O)N21 (stereo partly drawn)	1.8	2.4	6.5	0.17	-0.19	0.26	-0.53	3.9%	-1.3	887	0.07	1151	i	7%	i	-17	-3	18
O=C(NCc1ccccn1)C1CCN(Cc2cnn(-c3ccccc3)c2-n2cccc2)CC1	1.7	1.6	9.7	2.7	-0.21	0.95	-0.89	-4.1%	-0.4	1046	0.65	834	i	-9%	i	-4	6	10
CCOc1cc(/C=N/NC(=O)C(=O)Nc2cc(Cl)ccc2C)ccc1O	1.8	2.9	8.8	-0.13	-0.29	0.46	0.95	-2.0%	-1.3	954	1.1	1542	i	-8%	i	-5	-2	11
COCCNC(C(=O)Nc1ccc([N+](=O)[O-])cc1Br)c1ccccc1 (stereo not drawn)	3.2	1.6	5.4	0.72	-0.2	0.48	-0.49	-0.9%	0.9	504	1.2	1337	i	-1%	i	7	6	2
CC(=O)Oc1ccc(N(C(C)=O)S(=O)(=O)c2cccs2)c2ccccc12	1.1	1.3	6.3	-1.9	0.86	-0.6	0.051	-1.3%	0.5	1038	.	.	i	-16%	i	-9	3	-36
Cc1cccc(C)c1NC(=O)N1CCC(n2cnc3ccccc32)CC1	2.3	1.5	10	0.029	-0.27	-0.2	0.41	-2.3%	-4.5	1070	0.38	849	i	-2%	i	9	4	-3
CCC(Sc1nc(N)cc(=O)[nH]1)C(=O)NC(C(=O)OC)c1ccccc1 (stereo not drawn)	3.0	1.7	6.5	0.25	-0.04	0.24	-1.6	-2.0%	-0.1	1030	0.56	1301	i	1%	i	-6	-12	-17
CCOc1ccc2c(c1)C(c1ccc(C)cc1)=NNC(c1ccc(C)cc1)=N2	38*	14*	36*	-0.65	-0.2	-0.37	-0.13	-3.5%	3.0	923	.	.	?	4%	i	7	45	36
COc1ccc(CCNC(=O)CS(=O)(=O)c2cn(CC(=O)N3CCCC3)c3ccccc23)cc1OC	2.5	1.0	1.3	-0.14	-0.27	-0.099	0.59	0.9%	1.1	1110	0.47	1251	i	-2%	i	15	-8	-3
Cc1ccnc(SCC(=O)n2c3c(c4ccccc42)CC(C)CC3)n1 (stereo not drawn)	1.9	1.5	6.5	0.86	-0.19	1	0.44	1.0%	1.7	1389	0.05	1325	i	-6%	i	14	-13	3
CC1(C)CC(=O)C(C=NCCN2CCN(C(=S)Nc3ccc(F)cc3)CC2)=C(O)C1	3.5	1.5	6.2	1.2	-0.16	1.3	-1.4	-0.1%	-0.6	1393	-0.37	1532	i	-33%	i	-22	-18	2
Cc1sc(NC(=O)CSc2nnnn2C)c(C#N)c1C	2.6	1.4	6.6	-0.19	0.051	-0.11	-0.054	-0.4%	-0.7	1575	0.43	1498	i	-17%	i	9	-5	12
CC(=O)Nc1cccc(OCC(O)Cn2cnc3ccccc32)c1 (stereo not drawn)	2.4	3.0	34	-0.32	-0.29	0.11	0.54	-2.5%	-0.9	1078	1.5	1179	i	-10%	i	0	10	21
COc1ccc(/C=C2\C(=O)N(c3c(Cl)cc(Cl)cc3Cl)N=C2NC(=O)c2cccc([N+](=O)[O-])c2)cc1	1.9	4.2	6.2	-0.48	-0.27	-0.5	0.72	57%	-0.9	932	-0.19	1218	i	5%	i	-6	-17	3
COc1ccc(CCN2C(=O)C(Oc3ccccc3C)C2c2ccc3c(c2)OCO3)cc1OC (stereo not drawn)	1.3	1.2	15	-1.1	-0.071	-0.91	2	-0.6%	0.9	1277	0.04	1561	i	-7%	i	5	7	-6
Cc1ccc(NC(=O)c2ccc(CNc3c(N4CCOCC4)c(=O)c3=O)cc2)cc1	3.1	4.4	9.6	0.33	-0.13	0.5	-0.23	-2.2%	-6.5	1119	1.4	953	.	-3%	i	0	-13	-8
CCOC(=O)c1cc2c(=O)n3ccccc3nc2n(CCOC)c1=NC(=O)c1ccncc1	3.4	1.1	17	2	-0.24	1.8	-1.8	3.7%	.	.	-0.2	1373	i	19%	i	-4	-3	2

# As entered above:
# O=C(NCCc1ccccc1F)[C@@H]1CSC2c3ccccc3C(=O)N21 (stereo partly drawn) – MT stabilizer = 1.8
# Cc1c(C)[n+](=O)c(-c2ccc(Br)cc2)c(C)n1[O-] – HIV fusion peptide = -0.4%

# Next section:
canonical_smiles	MT stabilizer	MT stabilizer Hoechst-high %	MT stabilizer cytotoxicity %	Dynein cargo inh	Dynein cargo inh cytoplasmic EGFP	Dynein cargo inh nuclear GR-EGFP	Dynein cargo inh cell count	HIV fusion peptide	b-catenin transl	b-catenin transl cell count 5 µM	Insulin prom up	Insulin prom up cell count	Yfh1-off respiration	AID2073	Autophagy HCS	Autophagy HCS cell loss 18 h	WT yeast gro inh	WT yeast gro inh mutant strain
O=C(COC(=O)c1ccccc1F)Nc1cccnc1Cl	3.0	1.5	13	0.51	-0.077	-0.071	-0.43	-0.7%	-0.6	1102	0.32	1217	i	4%	i	3	3	6
COC(=O)c1ccccc1OCCCN(C)C	2.5	0.9	1.3	0.64	-0.22	0.41	-0.046	1.4%	0.6	488	0.21	1291	i	0%	i	2	2	15
Cc1ccccc1-c1nnc(SCc2ccccc2F)o1	4.9	4.3	4.1	0.45	-0.1	0.58	0.33	4.8%	2.2	1414	0.66	1548	i	-11%	i	9	.	.
Cc1cc(C(=O)N2CCCC(C(=O)c3cccc4ccccc34)C2)nc(C)n1 (stereo not drawn)	2.6	2.2	8.9	2.5	-0.19	1.4	-1.3	2.4%	-0.1	1066	0.8	1361	i	22%	i	14	7	6
Cc1ccc(OCc2nc(-c3ccc(Cl)cc3)n[nH]2)cc1	4.2	1.6	1.0	0.43	-0.17	0.5	-0.95	-2.7%	2.6	1153	1.2	1985	i	7%	i	-5	4	4
O=C(CCS(=O)(=O)c1ccc(Br)cc1)N1CCN(Cc2ccccc2)CC1	4.8	3.2	5.1	-0.61	-0.26	-0.083	1.3	0.3%	-1.2	1093	-1.5	1265	i	5%	i	0	4	9
Cc1ccc(-c2n[nH]c(=O)c3ccccc23)cc1S(=O)(=O)Nc1ccc(F)cc1	.	.	.	2.8	-0.14	1.4	-2.7	2.8%	-0.1	1280	-0.39	1529	i	-3%	.	.	.	.
COc1cc(NC(=O)c2ccco2)ccc1NC(=O)C(C)C	1.2	1.0	10	-0.097	-0.091	0.27	0.14	1.2%	.	.	0.37	883	i	-5%	i	5	5	2
Cn1c(N)c(C(=O)Nc2ccc(-c3ccccc3)cc2)sc1=S	.	.	.	1.7	-0.24	0.67	-1.3	-3.4%	-2.0	1356	1.5	1052	i	-37%	.	.	.	.
CCN(CCCNC(=O)CCc1nc(-c2ccc(OC)cc2)no1)c1cccc(C)c1	1.7	1.1	8.4	-0.65	-0.14	-0.045	0.23	-1.7%	.	.	1.1	856	i	-6%	i	-1	18	13
CCCN1CCN(C(=S)Nc2ccc(S(N)(=O)=O)cc2)CC1	2.9	3.0	7.6	-0.35	-0.12	-0.041	0.3	-2.4%	0.1	1080	.	.	i	-5%	i	-28	6	5
CCOc1ccc(N2CC(C(=O)Nc3ccccn3)CC2=O)cc1 (stereo not drawn)	2.8	2.0	5.1	0.26	-0.24	0.42	0.18	0.3%	0.8	948	-1	1460	i	-1%	i	-7	-18	-18
COc1ccccc1N1C(=O)C2C(C(=O)c3ccccc3)=NN(c3ccc(C)cc3)C2C1=O (stereo not drawn)	.	.	.	1	-0.11	0.52	-0.64	85%*	1.1	1355	.	.	i	?	.	.	.	.
C=CCNC(=O)CSc1cc([N+](=O)[O-])cc(S(=O)(=O)Cc2ccccc2)c1	1.3	2.4	5.4	0.18	-0.26	0.065	0.47	1.9%	-1.3	541	-0.76	1231	i	-2%	i	0	-2	-7
O=C(CSCc1ccccc1Cl)Nc1ccc2c(c1)OCCO2	1.6	1.4	3.8	-0.38	-0.2	-0.19	0.42	0.0%	-0.5	1325	-0.14	1515	i	-5%	i	0	-2	-24
CCSc1nc(-c2cccnc2)ccc1C#N	2.5	2.2	2.2	-0.22	-0.081	0.56	-0.51	-0.8%	.	.	2	1558	i	7%	i	4	-2	-16
Cc1c(S(=O)(=O)NCCc2ccccc2)c(=O)n(C)c(=O)n1C	.	.	.	-0.73	-0.27	0.25	0.23	0.1%	-0.5	1308	0.17	1045	i	-4%	.	.	.	.

# Hits appear at their usual frequency (roughly 4.2% active in at least one column).
